GSK3 alpha inh – blockers of GSK3A enzyme activity – biochemical, luminescence, cell-free homogeneous, HTS, primary screen. Glycogen synthase kinase-3 alpha (Homo sapiens), P49840. GSK-3 alpha kinase, ADP-Glo luminescence, 60 min. inhibition, % at 10 µM. hit rate 0.1% among 320,000;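 in the data active = inhibition above about 50%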;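 note: GST-tagged GSK-3 alpha with peptide substrate and 25 µM ATP; 0% = DMSO neutral wells and 100% = GW8510 positive control wells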
Target sequence (P49840 whole entry, looked up): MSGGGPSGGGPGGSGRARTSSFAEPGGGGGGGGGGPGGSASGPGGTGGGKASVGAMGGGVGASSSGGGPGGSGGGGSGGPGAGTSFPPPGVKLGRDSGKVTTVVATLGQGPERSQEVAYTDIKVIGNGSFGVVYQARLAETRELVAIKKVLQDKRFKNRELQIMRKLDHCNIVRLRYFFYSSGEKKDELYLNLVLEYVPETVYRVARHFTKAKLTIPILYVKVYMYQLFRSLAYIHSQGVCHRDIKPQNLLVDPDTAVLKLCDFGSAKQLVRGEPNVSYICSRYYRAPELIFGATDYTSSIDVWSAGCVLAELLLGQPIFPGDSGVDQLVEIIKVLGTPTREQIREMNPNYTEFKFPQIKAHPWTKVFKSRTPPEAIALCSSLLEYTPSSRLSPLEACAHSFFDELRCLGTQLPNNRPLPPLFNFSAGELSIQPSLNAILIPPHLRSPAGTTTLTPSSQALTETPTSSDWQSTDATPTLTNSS
Dyrk1A ADPGlo – rat Dyrk1A kinase inhibitors, primary screen, biochemical, single point, plate reader. ADP-Glo luminescence, NFATc1 peptide. hit rate 0.43% among 310,000. inhibition, % at 12.5 µM. AID 504441, 2011; in the data active = inhibition above about 50%;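 note: plate controls were vehicle with enzyme for no effect and no enzyme for full effect; many of its hits are not listed in these tables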
Numbers without * were called inactive.

smiles | GSK3 alpha inh | Dyrk1A ADPGlo
CCC1(CC)NC(=O)N(CC(=O)Nc2ccc(-n3cnnn3)cc2)C1=O | 5.2 | 9.3
O=C(CCc1nc(-c2ccc(F)cc2)no1)Nc1cccc(C(=O)NC2CC2)c1 | 0.0 | 13.9
O=C(Cn1cc(C(F)(F)F)ccc1=O)NC1CCCC1 | -0.1 | -7.5
O=C(COC(=O)c1ccc([N+](=O)[O-])o1)NC1CCCC1 | -2.8 | 4.5
Cc1noc(C)c1NC(=O)N(C)C[C@H]1Oc2c(NS(=O)(=O)c3cn(C)cn3)cccc2C(=O)N([C@H](C)CO)C[C@@H]1C | -1.3 | -5.1
CCOc1ccc(S(=O)(=O)N2CCN(C(=O)CN3C(=O)NC(C)(C)C3=O)CC2)cc1 | -2.3 | 3.8
CCN(CC(=O)NCc1cccs1)C(=O)CCCOc1ccc(C(C)(C)C)cc1 | -2.2 | -1.9
C[C@H](CO)N1C[C@H](C)[C@@H](CN(C)S(C)(=O)=O)Oc2ccc(NC(=O)Nc3ccccc3)cc2C1=O | 1.4 | 0.7
CCN(C(=O)CSc1nnc(C2CC2)n1-c1ccccc1)C1CCS(=O)(=O)C1 (stereo not given) | -1.8 | -4.8
Cc1ccc(/C=C/S(=O)(=O)NCC(=O)OCC(=O)Nc2ccc(C(=O)N(C)C)cc2)cc1 | -2.3 | 2.0
O=C(CCCNC(=O)c1ccc(Cl)cc1)Nc1nccs1 | -2.6 | -4.2
CCOC(=O)[C@H]1[C@H]2COc3ccc(OC)cc3[C@@H]2N2C(=O)[C@H](C)NC(=O)[C@@]12C | 0.0 | 8.2
CC(Sc1nnnn1-c1ccc(O)cc1)C(=O)NNC(=O)c1ccc(F)cc1 (stereo not given) | -0.2 | -1.3
Cc1cc(NC(=O)C(C)Sc2nnc(NCc3ccco3)s2)no1 (stereo not given) | 3.0 | -4.3
COc1ccc(/C=C/C(=O)OCC(=O)N(C)CC(=O)Nc2ccc(C)cc2)c(OC)c1 | -1.7 | -3.8
CC(C)(C)OC(=O)C[C@H]1C/C=C\C[C@H](CC(=O)NCCO)C(=O)NCCOC1=O | 0.6 | -0.9
Cc1ccccc1OCC(=O)OCC(=O)NCCc1ccccc1 | -7.7 | -3.2
CC(=O)c1cccc(NC(=O)C2CC(=O)N(c3ccc4c(c3)OCCO4)C2)c1 (stereo not given) | 0.0 | -3.5
O=C(Nc1cccc(S(=O)(=O)NCc2ccco2)c1)c1cccc(Cl)c1 | 0.2 | -0.5
CNC[C@H]1Oc2ccc(NC(=O)Nc3ccc4c(c3)OCO4)cc2C(=O)N([C@H](C)CO)C[C@@H]1C | -2.3 | 0.1
COC(=O)C[C@H](NC(=O)Cn1cnc2c(OCc3ccccc3)ncnc21)C(=O)OC | -1.9 | -0.4
COCc1c(C(=O)NCc2ccccc2CN2CCCC2)oc2ccccc12 | 2.1 | 13.2
Cc1ccc(S(=O)(=O)N2CCOCC2)cc1C(=O)OCC(=O)N1CCCC1=O | -17.7 | -1.0
Cc1ccc(S(=O)(=O)N2CCN(c3ncnc4ccccc34)CC2)cc1 | -2.9 | 4.9
Cc1ccc(C)c(OCC(=O)Nc2c(C)n(C)n(-c3ccccc3)c2=O)c1 | -1.9 | -5.7
CN(C)c1cccc(C(=O)NN2C(=O)NC3(CCCCC3)C2=O)c1 | 0.5 | -4.9
O=C(COC(=O)c1cccnc1Cl)Nc1ccc(N2CCCCC2)cc1 | 0.1 | -1.4
O=C(COC(=O)CCN1C(=O)C2CC=CCC2C1=O)Nc1ccc([N+](=O)[O-])cc1 (stereo not given) | 0.2 | -3.3
CC(C)(O)/C=C/C(=O)[C@](C)(O)C1[C@H](O)C[C@@]2(C)C3CC=C4C(C=C(O[C@@H]5O[C@H](CO)[C@@H](O)[C@H](O)[C@H]5O)C(=O)C4(C)C)[C@]3(C)C(=O)C[C@]12C (stereo not given in full) | -2.6 | 1.6
COc1ccc(NC(=O)N(C)C[C@H]2Oc3c(NC(=O)Nc4ccc(C(F)(F)F)cc4)cccc3C(=O)N([C@H](C)CO)C[C@@H]2C)cc1 | -3.1 | 14.4

Four entries from above, ordered by length of the SMILES, ascending:
smiles | GSK3 alpha inh | Dyrk1A ADPGlo
Cc1ccc(S(=O)(=O)N2CCOCC2)cc1C(=O)OCC(=O)N1CCCC1=O | -17.7 | -1.0
COC(=O)C[C@H](NC(=O)Cn1cnc2c(OCc3ccccc3)ncnc21)C(=O)OC | -1.9 | -0.4
CC(C)(C)OC(=O)C[C@H]1C/C=C\C[C@H](CC(=O)NCCO)C(=O)NCCOC1=O | 0.6 | -0.9
Cc1noc(C)c1NC(=O)N(C)C[C@H]1Oc2c(NS(=O)(=O)c3cn(C)cn3)cccc2C(=O)N([C@H](C)CO)C[C@@H]1C | -1.3 | -5.1

(cont.)
smiles | GSK3 alpha inh | Dyrk1A ADPGlo
Cc1ccc(CNC(=O)c2cc(-c3ccccc3C)n(CC3CC(c4cccc([N+](=O)[O-])c4)=NO3)n2)cc1 (stereo not given) | -1.6 | -6.3
CCN(c1ccccc1)S(=O)(=O)c1cc(C(=O)OC2CCOC2=O)ccc1C (stereo not given) | 1.7 | 3.5
O=C(Nc1ccc(O)cc1C(=O)O)c1ccc(NC(=O)c2ccco2)cc1 | 6.1 | -0.5
Cc1nnc(NC(=O)CCC(=O)N2CCN(S(=O)(=O)c3cc([N+](=O)[O-])ccc3C)CC2)s1 | 2.7 | -6.2
CCOc1ccc2oc(C(=O)NCc3ccccc3CN3CCCC3)c(C)c2c1 | 1.0 | 10.8
Cc1c(NC(=O)c2ccc(NS(=O)(=O)c3ccc(F)c(F)c3)cc2)c(=O)n(-c2ccccc2)n1C | 2.2 | -2.1
CCN1CCN(S(=O)(=O)c2ccc(Cl)c(C(=O)N(C)Cc3cccs3)c2)CC1 | -4.7 | -0.3
COc1ccc(C(=O)COC(=O)c2sc(C)nc2C)cc1OC | -1.7 | 2.0
O=C(COC(=O)c1ccc2c(c1)OCCO2)NC1CCCCC1 | 5.5 | 7.3
C[C@H]1CN=C(N(C)C)N1CCc1cccc(F)c1 | -2.5 | 7.5
COc1ccc(Cl)cc1C(=O)NNC(=O)CSc1nncn1C | 3.7 | 0.8
Cc1ccc(S(=O)(=O)N2[C@@H](c3cccc(Cl)c3)C(C(=O)O)=CC[C@H]2c2ccc(Cl)cc2)cc1 | -5.3 | -1.9
CC(C)C[C@H]1CN=C(N(C)C)N1CC1CCCCCC1 | -4.7 | 6.7
CCN1CCN(c2ccc(S(=O)(=O)N3CCOCC3)cc2NC(=O)c2cccc([N+](=O)[O-])c2)CC1 | -4.1 | -1.3
Nc1ccn([C@@H]2O[C@H](COS(=O)(=O)O)[C@@H](O)[C@H]2O)c(=O)n1 | -2.5 | -1.3
Cc1ccc(NC(=O)C2CCN(C(=O)OC(C)(C)C)CC2)cc1S(=O)(=O)N1CCCCC1 | -1.5 | 0.0
CC(C)(C)OC(=O)C[C@H]1C/C=C\C[C@H](CC(=O)N(CCO)Cc2ccccc2)C(=O)N[C@H](C(C)(C)C)COC1=O | 2.7 | -8.9
CC(=O)c1c(C)[nH]c(C(=O)COc2ccc3c(C)cc(=O)oc3c2)c1C | -1.6 | -5.7
S=P(N1CC1)(N1CC1)N1CC1 | 0.7 | 4.3
C[C@H]1COC(=O)[C@@H](CC(=O)OC(C)(C)C)C/C=C\C[C@@H](CC(=O)N[C@H](CO)Cc2ccccc2)C(=O)N1 | -0.7 | 3.3
O=C(COC(=O)CSc1ccc(F)cc1)NC1CCCCCC1 | -2.2 | 8.7
O=C(CC1CCCC1)N1CCN(S(=O)(=O)c2ccc(F)cc2)CC1 | 0.8 | -0.2
Cc1cccc(N2CCN(C(=O)CCc3nc4ccccc4c(=O)[nH]3)CC2)c1C | -2.1 | -3.7
Cc1onc(-c2ccccc2)c1C(=O)OCc1nnc(-c2ccc([N+](=O)[O-])cc2)o1 | -1.0 | 5.4
CC(C)NC(=O)N(C)C[C@H]1Oc2ccc(NS(=O)(=O)c3ccccc3)cc2C(=O)N([C@H](C)CO)C[C@@H]1C | 0.6 | 2.3
COc1ccc([C@@H]2CC=C(C(=O)O)[C@H](c3cccc(Cl)c3)N2S(=O)(=O)c2ccc(Cl)cc2)cc1 | -7.2 | -2.7
CCc1ccc(C(=O)NNC(=O)C2CC(=O)N(c3ccc4c(c3)OCCO4)C2)cc1 (stereo not given) | -3.0 | 15.0
COc1ccc2c(C(=O)c3ccc(C)cc3)n(Cc3ccc(C(N)=O)cc3)[n+]([O-])c2c1 | -2.1 | 6.2
O=C(CN1C(=O)NC2(CCCc3ccccc32)C1=O)c1ccc(F)cc1 (stereo not given) | 11.6 | 3.3
Fc1c(F)c(F)c(SCn2cc(Br)cn2)c(F)c1F | -3.6 | -2.6

Single records (already shown).
O=C(COC(=O)CSc1ccc(F)cc1)NC1CCCCCC1 is listed as GSK3 alpha inh = -2.2; Dyrk1A ADPGlo = 8.7
CCc1ccc(C(=O)NNC(=O)C2CC(=O)N(c3ccc4c(c3)OCCO4)C2)cc1 (stereo not given) is listed as GSK3 alpha inh = -3.0; Dyrk1A ADPGlo = 15.0

The list continues.
smiles | GSK3 alpha inh | Dyrk1A ADPGlo
C=CCn1c(COc2ccc(OC)cc2)nnc1SC(C)C(=O)NC1CC1 (stereo not given) | -1.6 | -2.2
CCN(CC)S(=O)(=O)c1ccc(/C=C/C(=O)OCC(=O)NCc2cccs2)cc1 | -0.4 | 1.8
C#CCOCCOCCOCCNc1nc(N2CCN(C(=O)Cn3cc(CCCN=C(N)N)nn3)CC2)nc(N2CCN(C(=O)[C@H](CCCCN)n3cc(CC(C)O)nn3)CC2)n1 (stereo not given in full) | -0.1 | 11.5
Cc1cccc(NS(=O)(=O)c2ccc(C)c(C(=O)NCC(c3ccccc3)N(C)C)c2)c1 (stereo not given) | 1.5 | -0.2
CC1(C)NC(=O)N(CC(=O)N2CCN(S(=O)(=O)c3cc(Cl)ccc3Cl)CC2)C1=O | -2.6 | -0.3
COc1ccccc1C(=O)NCCC(=O)N(C)Cc1cccnc1 | 0.1 | 4.1
Cc1cccc(C(=O)OC(C)C(=O)N2CCc3ccccc3C2)c1C (stereo not given) | 0.7 | -3.4
CN(C)c1ccc(S(=O)(=O)N2CCCCC2)cc1NC(=O)CCNC(=O)c1ccco1 | -2.4 | 3.0
CCCCNC(=O)C(CC)(ONc1ccccc1C(F)(F)F)c1ccccc1OC (stereo not given) | -3.7 | -1.4
CCCCNc1c(-c2ccc(SC(C)CC)cc2)nc2cnccn12 (stereo not given) | -1.4 | 8.8
CCOC(=O)c1ccc(-c2c(-c3ccccc3OC)sc3cc4c(cc23)OCO4)cc1F | 9.7 | 4.8
C/C(=N\NC(=O)c1cc(C)oc1C)c1ccc(C)c([N+](=O)[O-])c1 | -1.2 | -3.0
O=C(OCC(=O)N1CCc2ccccc21)c1ccncc1 | 1.7 | -4.4
O=C1CCN(Cc2ccccc2)C=C1c1ccc2ccccc2c1 | -0.5 | 5.4
O=C(c1cccc(S(=O)(=O)N2CCN(c3ccc(F)cc3)CC2)c1)N1CCCC1 | 2.4 | -1.7
O=C(OCc1c(-c2ccccc2)ncc2ccccc12)N1CCOCC1 | 0.2 | 4.8
Cc1ccc(NS(=O)(=O)c2ccc(C(=O)NC3CCN(Cc4ccccc4)CC3)cc2)cc1 | 1.7 | -2.8
O=C1Nc2ccccc2CCc2ccccc21 | -2.5 | -0.8
COc1ccc(C(=O)OCc2c(-c3cccc(OC)c3)ncc3ccccc23)cc1 | -1.9 | 8.2
COc1cccc(CN(C)C(=O)c2cc(S(=O)(=O)N3CCCCCC3)ccc2OC)c1 | 0.5 | 5.5
Cc1noc(C)c1C(=O)Nc1ccc(S(=O)(=O)N2CCC(C)CC2)cc1 | 13.7 | 1.6
O=C1N[C@@H](Cc2ccccc2)COC(=O)[C@@H](Cc2ccc(F)cc2)C/C=C\C[C@@H]1CC(=O)N(CCO)Cc1ccccc1 | -2.1 | 2.2
COc1ccc(S(N)(=O)=O)cc1C(=O)NNC(=O)C1COc2ccccc2O1 (stereo not given) | -0.1 | -2.1
C[C@@]12C(=O)N(Cc3ccccc3)CC(=O)N1[C@H]1c3ccccc3OC[C@@H]1[C@@H]2c1ccccc1 | -3.5 | -6.9
C=CC[C@@H](CC(=O)N(CCO)Cc1ccccc1)C(=O)N[C@H](COC(=O)[C@@H](CC=C)CC(=O)OC(C)(C)C)C(C)(C)C | -2.7 | 0.4
CC(C(=O)Nc1ccccc1)N1CCN(C(=O)c2ccco2)CC1 (stereo not given) | -2.0 | 9.1
COc1cccc(C(=O)NOCc2ccc(C)cc2)c1OC | -11.6 | -0.3
Cn1nc(C(=O)NNC(=O)c2ccccc2F)c2ccccc2c1=O | -0.8 | 4.4
CC(=O)Nc1ccc(C(=O)Nc2cccc(S(=O)(=O)N(C)c3ccccc3)c2)cc1 | -8.0 | 6.2
O=C(Nc1ccc(N2CCOCC2)cc1)c1ccc(Cl)c(S(=O)(=O)N2CCCCC2)c1 | -0.2 | 6.3
O=C(COC(=O)C1CCCCC1)Nc1cccc(Br)c1 | 11.5 | -2.5

Retrieved by compound from the list above (four):
smiles | GSK3 alpha inh | Dyrk1A ADPGlo
CCOC(=O)c1ccc(-c2c(-c3ccccc3OC)sc3cc4c(cc23)OCO4)cc1F | 9.7 | 4.8
CC(=O)Nc1ccc(C(=O)Nc2cccc(S(=O)(=O)N(C)c3ccccc3)c2)cc1 | -8.0 | 6.2
O=C(COC(=O)C1CCCCC1)Nc1cccc(Br)c1 | 11.5 | -2.5
C=CC[C@@H](CC(=O)N(CCO)Cc1ccccc1)C(=O)N[C@H](COC(=O)[C@@H](CC=C)CC(=O)OC(C)(C)C)C(C)(C)C | -2.7 | 0.4

Only part of the results is shown; count on the stated rates, not on these rows.
